Pol eta inh: DNA polymerase eta (human) inhibition. Q9Y253. recombinant Pol eta, fluorescent DNA replication assay. 1.2% of 390,000 active. Potency, µM (doses to about 114 µM), for the others: at the highest dose activity change, negative = inhibition, most hits filed as inhibitors. AID 588591; also: % is scaled to controls: 0 for no effect and ±100 for the full control effect
Target sequence (Q9Y253 whole entry, looked up): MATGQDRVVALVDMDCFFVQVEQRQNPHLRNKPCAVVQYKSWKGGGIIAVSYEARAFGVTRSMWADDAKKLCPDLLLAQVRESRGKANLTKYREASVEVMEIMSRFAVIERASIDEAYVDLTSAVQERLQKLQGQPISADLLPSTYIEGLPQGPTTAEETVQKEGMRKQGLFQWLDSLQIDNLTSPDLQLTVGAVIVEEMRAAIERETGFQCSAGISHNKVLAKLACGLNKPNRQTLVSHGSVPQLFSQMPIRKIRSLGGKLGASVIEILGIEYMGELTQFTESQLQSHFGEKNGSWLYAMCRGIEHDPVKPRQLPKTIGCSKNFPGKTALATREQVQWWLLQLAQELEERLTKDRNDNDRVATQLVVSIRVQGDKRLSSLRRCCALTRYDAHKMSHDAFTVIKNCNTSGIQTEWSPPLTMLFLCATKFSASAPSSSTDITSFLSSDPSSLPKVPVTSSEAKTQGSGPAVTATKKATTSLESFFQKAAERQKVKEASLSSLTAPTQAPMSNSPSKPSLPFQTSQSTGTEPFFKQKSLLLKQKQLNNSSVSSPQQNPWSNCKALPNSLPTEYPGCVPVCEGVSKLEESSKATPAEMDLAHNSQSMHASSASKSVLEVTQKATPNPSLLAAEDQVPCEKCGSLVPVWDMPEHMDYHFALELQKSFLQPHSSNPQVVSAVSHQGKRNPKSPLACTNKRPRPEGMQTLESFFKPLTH
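Pol eta at 10 nM preincubated with compounds 15 min at room temperature; reaction started with fluorescent substrate (50 nM final) and read kinetically at 0 and 10 min.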
BAZ2B block: inhibitors of human BAZ2B bromodomain | Q9UIF8 | AlphaScreen BAZ2B-H3K14Ac peptide displacement | Potency, µM (series often up to 114 µM), inactives show at the highest dose activity change, negative = inhibition, most hits filed as inhibitors | 4.4% of 360,000 active | AID 504333; also: % is scaled to controls: 0 for no effect and ±100 for the full control effect; nearly all actives have a fitted effect of over 60% in size
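BAZ2B 50 nM plus b-H3(5-23)K14Ac 50 nM, PBS pH 7.4/0.01% Tween-20, 30 min RT; compound added (max 110 uM), 30 min RT; streptavidin donor/Ni-chelate acceptor beads 10 ug/mL final, 20 min dark; AlphaScreen read.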
JMJD2A Tudor inh: JMJD2A Tudor domain (human) inhibition. Potency, µM (titrated, usually from 114 µM), for inactives: at the top dose activity change, negative = inhibition, most hits filed as inhibitors. 4.4% of 390,000 active. AlphaScreen JMJD2A-Tudor / H3K4me3 peptide binding. O75164; also: % is scaled to controls: 0 for no effect and ±100 for the full control effect; nearly all actives have a fitted effect of over 50% in size
POLI inh: DNA polymerase iota (human) inhibition; Pol iota fluorescent replication assay, 10 min; Potency, µM (series often up to 115 µM), for the others: at the top dose activity, negative = inhibition, most hits filed as inhibitors; 1% of 390,000 active; AID 588590
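Fluorescent replication assay read twice, at 0 min and 10 min after adding 50 nM (final) substrate. Enzyme (10 nM) and compounds were first incubated 15 min at room temperature; enzyme-free buffer wells were negative controls.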
Pol beta inh: inhibitors of human DNA polymerase beta. Pol beta primer extension/strand displacement, fluorescence kinetic. P06746. Potency, µM (titrated, usually from 114 µM), without a hit: top-dose activity change, negative = inhibition, actives largely listed as inhibitors. 1.3% of 340,000 active; also: % is scaled to controls: 0 for no effect and ±100 for the full control effect
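Preincubation: enzyme (10 nM) with compound, 15 min, RT. Reaction: substrate added to 50 nM final. Reads: 0 and 10 min. Analysis: normalized, Hill fit.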
BLM helicase inh: blocks DNA unwinding by human BLM helicase; P54132; recombinant BLM DNA unwinding, fluorescence dequenching; Potency, µM (highest dose often 56.1 µM), without a hit: top-dose activity change, negative = inhibition, hits mostly inhibitors; 0.2% of 350,000 active; AID 2528;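 also: plate controls were vehicle for no effect and no enzyme for full effect; nearly all actives have a fitted effect of over 35% in size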
G9a inh: G9a (human) methyltransferase inhibition | Q96KQ7 | G9a H3K9 monomethylation, AlphaScreen, 2 h | Potency, µM (doses to about 102 µM), inactives show at the highest dose activity, negative = inhibition, actives largely listed as inhibitors | 8.8% of 350,000 active; also: % is scaled to controls: 0 for no effect and ±100 for the full control effect; nearly all actives have a fitted effect of over 75% in size
Target sequence (Q96KQ7 913-1193 limits assumed): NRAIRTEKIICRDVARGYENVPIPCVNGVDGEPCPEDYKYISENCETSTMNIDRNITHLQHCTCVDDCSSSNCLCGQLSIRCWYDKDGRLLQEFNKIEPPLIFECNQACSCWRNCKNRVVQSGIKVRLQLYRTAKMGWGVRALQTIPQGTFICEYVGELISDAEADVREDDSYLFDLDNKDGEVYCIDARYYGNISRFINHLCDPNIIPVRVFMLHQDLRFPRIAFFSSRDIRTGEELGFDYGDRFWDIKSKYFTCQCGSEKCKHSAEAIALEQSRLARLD
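Readings reflect AlphaScreen signal from monomethyl-H3K9 antibody detection. HMT at 20 nM; substrate b-H3K9 500 nM; cofactor SAM 20 uM; 2 h RT reaction; compounds tested as titrations in qHTS with 15 min preincubation.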
Pol kappa inh: blocks human DNA polymerase kappa activity; purified Pol kappa, fluorescent DNA synthesis assay, 10 min; Potency, µM (titrated, usually from 107 µM), inactives show top-dose activity, negative = inhibition, usual class: inhibitors; 0.53% of 400,000 active; also: % is scaled to controls: 0 for no effect and ±100 for the full control effect
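10 nM Pol kappa was preincubated with compounds for 15 min at room temperature. Reaction started with 50 nM (final) substrate. Fluorescence read kinetically at 0 and 10 min.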
APEX1 inh: APE1 (human) endonuclease inhibition. P27695. Potency, µM (series often up to 65.8 µM), without a hit: at the highest dose activity change, negative = inhibition, hits mostly inhibitors. AID 2517. recombinant APE1, TAMRA/BHQ-2 abasic DNA cleavage fluorescence. 0.35% of 350,000 active;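 also: plate controls were vehicle for no effect and reference inhibitor for full effect; nearly all actives have a fitted effect of over 55% in size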
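Substrate: short duplex with […] THF abasic site, 5'-TAMRA and 3'-BHQ-2, 50 nM final. APE1 at 0.75 nM, preincubated 15 min RT with compound. Fluorescence increase from first to third read measured activity.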
An asterisk follows results filed as active; ? = inconclusive; . = not tested or not shown; [ ] = another dose, or the depositor's remark. Calls follow the shape of the dose curve; as a rule, active = well fitted curve in the direction sought with a large enough effect; inconclusive = small, poorly fitted or top-dose-only effect, or another doubt; inactive = no such curve, though single readings can be large; an effect the other way counts as inactive or inconclusive. Potency is read from the fitted curve at half-maximal effect.

Values run as follows: Pol eta inh	BAZ2B block	JMJD2A Tudor inh	POLI inh	Pol beta inh	BLM helicase inh	G9a inh	Pol kappa inh	APEX1 inh
(1) O=C(O)COc1cccc(NC(=O)c2ccccc2)c1
  79.4µM*	18.6%	-27.6%	?	2.3%	-1.7%	0.8%	-3.4%	0.9%
(2) COc1ccc(CCNC2=CC(=O)N(c3ccc(F)cc3)C2=O)cc1
  0.7%	1.1%	-5.1%	86.8%[activator]	-27.8%	-9.5%	-40.6%	?	-5.1%
(3) Cc1ccc(NC(=O)CCN2C(=O)CSC2=O)cc1
  -7.6%	-5.5%	-5.5%	-5.7%	-19.4%	0.8%	-10.3%[59 µM]	-1.4%	1.5%
(4) CCC(C)(C)NC(=O)C(OC(=O)c1ccco1)c1ccccc1OC (stereo not given)
  7.7%	7.8%	-16.7%	22.8%	-15.0%	-1.8%	16.2%[59 µM]	-5.8%	2.1%
(5) CCOC(=O)c1ccc(N2C(=O)CC(N3CCN(C(=O)c4ccccc4)CC3)C2=O)cc1 (stereo not given)
  -1.6%	-16.2%	-9.6%	9.1%	1.3%	-1.8%	.	6.1%[60.1 µM]	?
(6) COCCn1c(=O)c(-c2ccc(F)cc2)nc2cncnc21
  .	.	.	.	.	3.3%	-0.2%[12.7 µM]	-0.4%[60.1 µM]	0.8%
(7) Cc1ccc(NS(=O)(=O)c2ccc3c(c2)oc(=O)n3C)cc1
  4.7%	-5.6%	-15.1%	110.1%[activator]	23.6%	2.9%	0.4%[59 µM]	-8.3%	10.2%
(8) CC1=Nc2ccc(C)cc2/C1=C/c1c(N)n2nc(CC(=O)N3CCOCC3)sc2nc1=O
  -20.3%	-35.3%	-4.3%	25.7%	-1.4%	-0.4%	?	-6.2%	31.4%
(9) Cc1ccc(C2=[N+]([O-])C(C)(C)N(O)C2(C)C)cc1
  -5.4%	10.5%	12.4%[57.1 µM]	10.5%	29.2%	-1.5%	-2.0%[59 µM]	-10.1%	-1.1%
(10) O=C(N/N=C\c1c(O)ccc2ccccc12)c1ccc(Cn2cccn2)o1
  ?	5.8%	-27.5%	1.4%	-9.6%	-0.4%	-1.7%	-22.9%	?
(11) CCCCc1ccc(NC(=O)CSc2nc(=O)n(CCN3CCOCC3)c3c2CCC3)cc1
  -23.0%	-12.0%	-14.5%	9.6%	.	.	-34.0%	-8.2%	-4.0%
(12) COc1cc(-c2nnc(COC(=O)C3c4ccccc4Oc4ccccc43)o2)cc(OC)c1OC
  -15.7%	.	-4.5%	-7.1%	?	-6.7%	?	-6.0%	-3.7%
(13) CCN(CC)Cc1c(C(=O)N/N=C/c2cccc(OCc3cccc(Cl)c3)c2)nnn1-c1nonc1N
  -4.1%	-15.3%	-20.7%	-4.0%	1.5%	-3.6%	?	-4.5%	-2.4%
(14) CCOc1ccc(C(=O)NCCc2csc(-c3ccc(C(F)(F)F)cc3)n2)cc1OCC
  -9.9%	4.0%	-5.5%	16.4%	36.0%	-0.4%	20.3%[59 µM]	-3.5%[60.1 µM]	.
(15) CCN(Cc1ccccc1)C(c1cc2cc(C)cc(C)c2[nH]c1=O)c1nnnn1CCOC (stereo not given)
  -15.0%	.	-10.3%	1.4%	7.4%	-5.0%	-8.1%[59 µM]	-12.9%	2.0%

Given with one line to a screen: part of the list above.
6: COCCn1c(=O)c(-c2ccc(F)cc2)nc2cncnc21
7: Cc1ccc(NS(=O)(=O)c2ccc3c(c2)oc(=O)n3C)cc1
8: CC1=Nc2ccc(C)cc2/C1=C/c1c(N)n2nc(CC(=O)N3CCOCC3)sc2nc1=O

Assay by compound,6,7,8
Pol eta inh,.,4.7%,-20.3%
BAZ2B block,.,-5.6%,-35.3%
JMJD2A Tudor inh,.,-15.1%,-4.3%
POLI inh,.,110.1%[activator],25.7%
Pol beta inh,.,23.6%,-1.4%
BLM helicase inh,3.3%,2.9%,-0.4%
G9a inh,-0.2%[12.7 µM],0.4%[59 µM],?
Pol kappa inh,-0.4%[60.1 µM],-8.3%,-6.2%
APEX1 inh,0.8%,10.2%,31.4%

Next part
Values run as follows: Pol eta inh	BAZ2B block	JMJD2A Tudor inh	POLI inh	Pol beta inh	BLM helicase inh	G9a inh	Pol kappa inh	APEX1 inh
(16) COc1ccccc1OCC(=O)NNC(=O)C1CCN(c2ncnc3sc(C)c(C)c23)CC1
  2.4%	15.3%	-14.8%	-10.0%	.	.	-6.9%[59 µM]	4.8%	15.1%
(17) CC(C)CN(C(=O)Cn1c(C(F)(F)F)nc2ccccc21)c1c(N)n(Cc2ccccc2)c(=O)[nH]c1=O
  -20.4%	.	-12.3%	29.7%	.	.	.	-8.1%	.
(18) COc1ccc(N/N=C(\C#N)C(N)=O)cc1
  -15.2%	-4.8%	-34.3%	74.8%[activator]	-0.5%	-1.8%	8.91µM*	-13.8%	4.2%
(19) CC(C)(C)NC(=O)COc1ccc(CNCc2ccccn2)cc1
  -12.0%	50.1µM*	56.2µM*	?	28.1%	-7.4%	.	-4.6%	-1.4%
(20) COc1ccc(NC(=O)CSc2nnc(NC(=O)Nc3ccccc3)s2)c(OC)c1
  5.0%	2.0%	-1.9%	24.6%	-10.3%	-3.6%	-24.2%[59 µM]	-3.3%[60.1 µM]	.
(21) CCN1C(=O)C(CC(=O)N2CCN(C(c3ccccc3)c3ccccc3)CC2)N(CC)C1=O (stereo not given)
  -7.9%	0.5%	-7.3%	0.9%[58.9 µM]	13.8%	-5.6%	15.9%[59 µM]	-13.3%	-2.7%
(22) O=C(CN1CCN(S(=O)(=O)c2ccccc2F)CC1)N1CCc2ccccc2C1
  3.9%	.	0.794µM*	11.7%	.	.	.	-8.2%	41.2%[activator]
(23) COc1cc(CC(=O)OCC(=O)N2CCN(C(=O)c3ccco3)CC2)cc(OC)c1OC
  -16.2%	.	6.0%	15.0%	.	.	.	8.4%	20.4%
(24) CC(C)c1nnc(NC(=O)CN2C(=O)c3ccccc3C2=O)s1
  -6.1%	-35.3%	-24.7%	-0.9%	4.3%	0.4%	.	-9.4%[60.1 µM]	-3.8%
(25) COc1ccc(C2=NOC(C)(c3nnc(-c4ccccc4)o3)C2)cc1 (stereo not given)
  -17.5%	.	?	16.9%	.	.	.	6.5%	.
(26) CCOc1ccc(NC(=O)c2ccc(CN3C(=O)C(C)=C(c4ccc(C)cc4)S3(=O)=O)cc2)cc1
  13.0%	-15.0%	-18.3%	5.4%	17.1%	-0.7%	-9.9%[59 µM]	25.9%	.
(27) Cc1ccc(CN(CC(=O)NC(C)(C)C)C(=O)CNC(=O)c2cccs2)cc1
  6.3%	-13.1%	1.4%	21.4%	8.1%	1.3%	-8.0%	-16.4%	-0.6%
(28) CC(=O)Nc1ccc(Sc2ccccc2C(=O)N2CCCC2)cn1
  -14.9%	-0.9%	-4.2%	22.7%	2.7%	-0.6%	0.1%	8.5%	1.1%
(29) Cc1ccccc1NC(=O)Cn1c(=O)n(CC2CCCO2)c(=O)c2ccccc21 (stereo not given)
  -9.1%	5.3%	-3.5%	34.7%	13.0%	0.2%	45.1%	11.0%	0.2%
(30) CCOc1ccccc1NC(=O)[C@@H](NC(=O)c1cccc(S(=O)(=O)N2CCOCC2)c1)C(C)C
  -12.8%	-18.2%	-13.5%	35.2%[activator]	-0.2%	-0.2%	?	5.7%	0.2%
(31) CC(C)c1ccc(NC(=O)CSc2ncccc2C(=O)Oc2cccc([N+](=O)[O-])c2)cc1
  -15.8%	6.7%	-14.0%	38.7%[activator]	?	-16.8%	50.1µM*	-8.5%	2.2%
(32) COC(=O)C1=NNCC12CC(=O)N(c1ccc(Br)cc1)C2=O (stereo not given)
  -4.1%	-1.1%	-7.7%	47.3%[activator]	3.2%	2.7%	9.4%[59 µM]	-9.6%	3.6%
(33) O=C(c1ccccc1Cl)N1c2ncnn2C2(CCCCC2)[C@@H]2CCCC[C@@H]21
  -16.0%	-35.8%	-10.6%	4.7%	3.9%	-3.4%	-19.1%[59 µM]	-6.8%	.
(34) Cc1onc(-c2c(F)cccc2Cl)c1C(=O)Nc1cccc(Cn2cccn2)c1
  -3.5%	-16.6%	-15.2%	-8.3%[58.9 µM]	-4.1%	-3.3%	-28.7%[12.7 µM]	-4.5%	-2.6%
(35) CCN(CC(=O)Nc1ccc(NC(C)=O)cc1)C(=O)C12CC3CC(CC(Cl)(C3)C1)C2
  -15.5%	-10.9%	-4.8%	46.4%[activator]	-1.6%	-3.7%	-0.5%	4.5%	21.4%
(36) CCOC(=O)C(NC(C)=O)C(=O)Nc1ccc(C(C)(C)C)cc1 (stereo not given)
  -19.5%	0.2%	0.0%	74.8%[activator]	-1.8%	-1.7%	-6.9%	-3.0%	2.5%
(37) COc1ccc(NC(=O)c2ccc(COc3ccccc3)o2)c(OC)c1
  -13.3%	2.4%	-12.9%	-26.3%	1.2%	-8.4%	.	7.5%	-12.4%
(38) O=C(c1cnn(-c2ccccc2)c1)c1cc(Br)ccc1O
  -19.5%	-1.3%	-12.9%	13.5%	.	.	24.5%[12.7 µM]	-2.3%	20.7%
(39) Cc1onc(-c2c(F)cccc2Cl)c1C(O)c1ccc(F)cc1 (stereo not given)
  -11.8%	5.0%	17.0%	-14.0%[58.9 µM]	21.8%	-7.7%	.	-6.1%	-2.7%
(40) O=[N+]([O-])c1cc(CN2CCN(c3ccccc3)CC2)c(O)c2ncccc12
  -12.2%	3.16µM*	10µM*	37.9%[activator]	22.7%	-1.0%	?	-24.2%	-7.7%
(41) CCOc1ccc(C(=O)NC2=NCCS2)cc1
  .	-12.8%	.	.	23.7%	0.0%	.	.	16.4%
(42) CCc1ccc(CN(C)C(=O)c2cc(COc3cc(C)c(Cl)c(C)c3)on2)nc1
  -22.3%	0.8%	29.2%	13.9%	11.8%	-12.0%	178.6%[activator]	-4.0%	10.7%
(43) Clc1nc(Nc2ccc(N3CCOCC3)cc2)c2ccccc2n1
  -12.4%	?	?	1.2%	-19.9%	-13.5%	-40.0%	1.9%	-0.2%
(44) CCOc1cc(N2CCOCC2)c(OCC)cc1NC(=O)COC(=O)CCOc1ccc(C)cc1
  -8.9%	-0.5%	-29.3%	-10.5%	.	.	?	-5.6%	18.7%
(45) COC(=O)c1ccc(CSc2nnc(NC(=O)C3CCCO3)s2)cc1 (stereo not given)
  -7.5%	-4.1%	-8.8%	1.8%	?	-1.5%	11.8%[12.7 µM]	-10.8%	-1.2%

This is a subset (hit frequency here may not be typical).
